Assay outcomes (PubChem BioAssay)
DRD3 agonist – D3 dopamine receptor (human) agonism. D3R DiscoveRx beta-arrestin cells, luminescence, 90 min. max activation, %. AID 652048. 410,000 compounds, 0.58% hits; in the data active = max activation above about 30%; note: 0% is about no effect; mostly tested at two doses, the higher about 12 µM
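Agonist-mode cell screen: cells plated at 1500/well and incubated overnight at 37 °C, then exposed to library compounds for 90 min at 37 °C. Detection reagent was added for 30–60 min at room temperature, and luminescence was read.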
aSyn yeast inh – alpha-synuclein toxicity inhibition in yeast; Yeast expressing alpha-synuclein, growth rescue, BacTiter-Glo, 24 h; Potency, µM (top dose mostly 46.1 µM), for the others: top-dose growth rescue (activation), hits mostly activators; 370,000 compounds, 0.14% hits; note: potency is the fitted concentration of half-maximal effect; % of control where 0% means no effect; nearly all actives have a fitted effect of over 65% in size
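Readout is rescue of growth in alpha-synuclein-expressing yeast, so inhibitors of toxicity appear as activators. Growth after 24 hr at 30 deg C in galactose medium is quantified by luminescence.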
FUS yeast rescue – rescues growth of FUS-expressing yeast. S. cerevisiae FUS-expressing, growth rescue, OD600, 24 h. 390,000 compounds, 0.24% hits. Potency, µM (titrated, usually from 76.6 µM), for inactives: at the highest dose growth rescue (activation), most hits filed as activators. AID 1347120;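 note: potency is the fitted concentration of half-maximal effect; plate controls were DMSO vehicle for no effect and reference control for full effect; nearly all actives have a fitted effect of over 55% in size; some results filed as inactive show a strong effect at the top dose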
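Read-out: OD at 600 nm after 24hr at 30C, reporting rescue of FUS-induced yeast toxicity. Cells at OD 0.005 in galactose (2%) minimal medium; compounds tested in a dilution series; CP55940 titration from 92uM final as control.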
EPAC2 agonist – activates human EPAC2 exchange factor | AID 720711 | Q8WZA2 | EPAC2 activation, biochemical qHTS; response scale: 100% = 6.5 mM cAMP response | 360,000 compounds, 0.079% hits | Potency, µM (series often up to 154 µM), inactives show at the highest dose activation, usual class: activators; note: potency is the fitted concentration of half-maximal effect; nearly all actives have a fitted effect of over 50% in size
Target sequence (Q8WZA2 whole entry, looked up): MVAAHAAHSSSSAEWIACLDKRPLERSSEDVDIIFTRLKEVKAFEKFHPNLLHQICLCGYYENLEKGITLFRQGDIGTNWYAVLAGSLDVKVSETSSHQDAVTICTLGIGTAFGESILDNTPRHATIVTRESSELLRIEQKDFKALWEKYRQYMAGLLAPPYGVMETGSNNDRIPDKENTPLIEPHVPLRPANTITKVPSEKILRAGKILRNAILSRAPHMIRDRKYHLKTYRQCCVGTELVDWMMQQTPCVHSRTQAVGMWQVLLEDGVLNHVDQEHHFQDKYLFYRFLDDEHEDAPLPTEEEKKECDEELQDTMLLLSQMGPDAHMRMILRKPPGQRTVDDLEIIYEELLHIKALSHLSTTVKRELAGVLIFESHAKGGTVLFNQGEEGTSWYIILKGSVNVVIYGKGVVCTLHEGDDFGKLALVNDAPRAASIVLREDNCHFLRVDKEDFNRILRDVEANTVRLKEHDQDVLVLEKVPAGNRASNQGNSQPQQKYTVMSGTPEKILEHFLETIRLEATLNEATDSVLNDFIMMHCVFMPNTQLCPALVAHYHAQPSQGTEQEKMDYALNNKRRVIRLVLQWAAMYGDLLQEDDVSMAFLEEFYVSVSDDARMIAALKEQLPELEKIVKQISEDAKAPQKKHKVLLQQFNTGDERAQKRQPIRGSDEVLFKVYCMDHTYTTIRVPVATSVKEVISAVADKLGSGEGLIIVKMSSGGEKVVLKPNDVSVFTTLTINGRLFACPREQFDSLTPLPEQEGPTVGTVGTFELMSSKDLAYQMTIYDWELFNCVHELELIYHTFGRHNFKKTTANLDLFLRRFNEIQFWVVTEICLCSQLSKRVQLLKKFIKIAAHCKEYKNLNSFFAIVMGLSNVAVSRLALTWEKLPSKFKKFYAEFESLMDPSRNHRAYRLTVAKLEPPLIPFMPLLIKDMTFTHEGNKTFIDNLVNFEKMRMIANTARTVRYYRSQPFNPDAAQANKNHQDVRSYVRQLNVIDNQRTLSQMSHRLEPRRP
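EPAC2 (100 nM) mixed with Rap1B loaded with BODIPY-GDP (250 nM) plus 50 uM unlabeled GDP; compounds pinned in, 5 min RT, then read every 5 min for 30 min (ex 480, em 540 nm). Normalized to cAMP control.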
Abeta yeast res – restores growth of yeast expressing A-beta42 peptide; yeast expressing A-beta42, growth rescue, OD600, 48 h; response scale: 0% DMSO, 100% iron-clioquinol control; Potency, µM (doses to about 46.1 µM), for inactives: at the highest dose growth rescue, actives largely listed as activators; 410,000 compounds, 0.063% hits; note: potency is the fitted concentration of half-maximal effect; nearly all actives have a fitted effect of over 55% in size
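Yeast A-beta toxicity model in growth medium with pinned compounds, 48 h at 30 C; growth read as absorbance at 600 nm. Normalized to FeCl3/clioquinol equimolar mix (positive) and DMSO (negative).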
TDP43 rescue – TDP-43 toxicity inhibition in yeast; TDP-43 expressing yeast growth rescue, BacTiter-Glo, 24 h; Potency, µM (series often up to 46.1 µM), inactives show at the highest dose growth rescue (activation), most hits filed as activators; 410,000 compounds, 1.8% hits; AID 652104; note: potency is the fitted concentration of half-maximal effect; % of control where 0% means no effect; nearly all actives have a fitted effect of over 50% in size
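Luminescence from BacTiter-Glo reports growth of TDP-43-expressing yeast after 24 hr at 30 deg C with compound. Cells were raffinose-pregrown to mid-log, then seeded in galactose medium at OD600=0.02.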
EPAC2 antagonist – EPAC2 (human) antagonism. Potency, µM (series often up to 114 µM), inactives show top-dose activity, negative = inhibition, usual class: inhibitors. 360,000 compounds, 0.18% hits. EPAC2 GEF exchange of Rap1B-BODIPY-GDP, fluorescence; note: potency is the fitted concentration of half-maximal effect; % is set by controls: 0 for no effect and ±100 for the full control effect; nearly all actives have a fitted effect of over 45% in size; many of its hits are not listed in these tables
D3 antag – antagonists of human D3 dopamine receptor; P35462; D3R cells, DiscoveRx beta-arrestin luminescence, antagonist mode; hits give low values; max response, negative = inhibition, %; 360,000 compounds, 2.5% hits; in the data active = max response below about -50%; inconclusive = no clear call, values can overlap the other calls; note: % is set by controls: 0 for no effect and ±100 for the full control effect; mostly tested at two doses, the higher about 12 µM
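Cells expressing the human receptor were seeded at 1500 cells/well, incubated overnight at 37 degrees C in 5% CO2, then exposed to library compounds with dopamine controls for 90 minutes at 37 degrees C before luminescent detection.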
Numbers without * were called inactive; ? = inconclusive; · = no result given; [ ] = remark or other dose. Unless noted, calls come from the whole dose curve; as a rule, active = well fitted curve in the direction sought with a large enough effect; inconclusive = small, poorly fitted or top-dose-only effect, or another doubt; inactive = no such curve, though single readings can be large; an effect the other way counts as inactive or inconclusive.

SMILES	DRD3 agonist	aSyn yeast inh	FUS yeast rescue	EPAC2 agonist	Abeta yeast res	TDP43 rescue	EPAC2 antagonist	D3 antag
Cc1c(O)ccc2c(CC(=O)N[C@@H](Cc3ccc(O)cc3)C(=O)O)cc(=O)oc12	-3.8	-15.5%	9.8%	7.9%	-0.8%	-20.7%	-1.8%	-15.3
CCCCOc1ccc(/C=C/C(=O)OCC(=O)NC(=O)NCC(C)C)cc1OCC	-2.1	-2.6%	·	-6.4%	3.8%	-7.6%	1.4%	-0.9
Cn1cnnc1SCc1ccc(C(=O)N/N=C(\CCC(=O)O)c2ccc(C(C)(C)C)cc2)cc1	1.7	?	·	5.7%	-17.7%	14.2%	11.0%	-53.9*
Cc1c(F)cccc1NC(=O)CCC(=O)O	-6.3	-1.8%	6.5%	10.2%	13.8%	-6.1%	-2.7%	-27.8
OC(CNCC#Cc1ccccc1)c1ccccc1 (stereo unspecified)	-6.7	-2.7%	-1.2%	5.3%	4.1%	3.4%	3.4%	-5.6
CCN(CC(=O)NCc1cccs1)C(=O)c1cccc(S(=O)(=O)Nc2ccc(C)cc2)c1	0.7	-4.2%	6.5%	2.0%	3.2%	12.8%	-4.4%	22.4
CCC1=NN(C(=O)COc2ccccc2C)C(O)(c2ccncc2)C1 (stereo unspecified)	16.0	-0.2%	-3.0%	10.6%	-4.4%	16.2%	2.8%	2.1
Cc1cc(NC(=O)CSc2nncc(=O)n2N)no1	11.5	-0.8%	20.3%	2.3%	6.0%	·	5.7%	10.8
Cc1ccc2c(c1)C(=C(C#N)C#N)CCN2	-9.4	15.7%	·	6.6%	6.8%	?	-4.0%	49.7
O=S(=O)(c1ccsc1)N1CC=C(c2ccccc2)CC1	2.6	5.7%	-20.5%	17.3%	-1.7%	7.0%	-2.6%	-5.5
COc1ccc(NS(=O)(=O)c2cccc(C(=O)N(C)CC(=O)Nc3ccc(C)cc3)c2)cc1	-20.8	-0.8%	25.7%	-5.7%	19.9%	-1.1%	-18.5%	-9.4
CCCCNC(=O)C1(C)CCCCN1C(=O)c1sccc1C (stereo unspecified)	-8.8	0.6%	-27.0%	12.6%	-13.0%	-12.3%	28.6%	0.0

The closing 3 records of the part before lead into the next:
SMILES	DRD3 agonist	aSyn yeast inh	FUS yeast rescue	EPAC2 agonist	Abeta yeast res	TDP43 rescue	EPAC2 antagonist	D3 antag
O=S(=O)(c1ccsc1)N1CC=C(c2ccccc2)CC1	2.6	5.7%	-20.5%	17.3%	-1.7%	7.0%	-2.6%	-5.5
COc1ccc(NS(=O)(=O)c2cccc(C(=O)N(C)CC(=O)Nc3ccc(C)cc3)c2)cc1	-20.8	-0.8%	25.7%	-5.7%	19.9%	-1.1%	-18.5%	-9.4
CCCCNC(=O)C1(C)CCCCN1C(=O)c1sccc1C (stereo unspecified)	-8.8	0.6%	-27.0%	12.6%	-13.0%	-12.3%	28.6%	0.0
CCSC1=NN2CCS(=O)(=O)N=C2S1	5.3	-0.7%	-11.8%	14.2%	-4.4%	22.0%	1.4%	12.9
COC(=O)COc1cccc(NS(=O)(=O)c2ccc(NC(C)=O)cc2)c1	-5.8	-4.1%	4.5%	15.2%	-3.5%	-17.7%	-3.7%	-63.8*
COc1ccc(-c2cc(=O)oc3cc(OCC(=O)Nc4ccc(CCO)cc4)ccc23)cc1	5.4	-8.2%	21.4%	1.3%	-4.4%	-1.2%	-3.6%	7.0
COn1c(SCc2cccnc2)nc2ccccc2c1=O	1.1	-3.0%	-6.2%	2.2%	23.0%	17.5%	9.4%	12.7
CCCC(C)c1nnc(NC(=O)CS(=O)(=O)Cc2ccccc2)s1 (stereo unspecified)	-3.0	-7.5%	44.1%	6.2%	-5.3%	11.3%	-2.9%	-2.6
COc1cc(CCN2C(=O)c3cccc4cccc(c34)C2=O)c(S(=O)(=O)N2CCCCCC2)cc1OC	22.1	10.2%	?	8.8%	1.1%	18.2%	-4.6%	19.3
COc1ccc(CNC(=O)c2cc(S(=O)(=O)N3CCCC3)cn2C)cc1	0.1	0.3%	-17.0%	2.8%	-5.6%	14.5%	9.3%	-11.2
NC(=O)C1CCN(C2=C(NS(=O)(=O)c3ccc(Cl)cc3)C(=O)c3ccccc3C2=O)CC1	-8.2	-4.1%	10.7%	4.9%	15.4%	1.7%	-13.3%	-16.1
COc1ccc(C)cc1NC(=O)C(CCSC)NS(=O)(=O)c1ccc2c(c1)oc(=O)n2C (stereo unspecified)	-14.6	·	9.5%	·	-19.7%	-15.2%	·	·
CCCc1cc(=O)[nH]c(SCc2cc(C(=O)OC)c(C)o2)n1	5.6	6.6%	-6.1%	-0.3%	20.6%	21.0%	2.2%	98.9
O=C(O)CNS(=O)(=O)c1cc(Cl)c(Cl)cc1Cl	4.6	7.9%	-4.2%	9.3%	22.4%	19.6%	2.8%	-0.1
O=C(Oc1cccc(NC2=NS(=O)(=O)c3ccccc32)c1)c1cccnc1	5.3	2.6%	10.3%	0.8%	2.7%	-1.1%	1.7%	26.4
CC1Cc2cc(/C=C3/SC(N4CCC(C(N)=O)CC4)=NC3=O)ccc2O1 (stereo unspecified)	-5.5	-4.3%	4.8%	17.8%	-7.8%	-7.7%	-3.5%	-4.6
Cc1ccc(-n2nc(CO)c(C(=O)NC(C)CCCc3ccccc3)n2)cc1C (stereo unspecified)	3.5	·	17.0%	·	-6.8%	-6.1%	·	·
CCCNS(=O)(=O)c1ccc(OCC(=O)N2CCC(C(=O)OCC)CC2)cc1	-2.7	0.5%	2.2%	0.8%	25.8%	24.4%	12.2%	12.5
CC(C)Sc1nc2c(c(=O)[nH]c(=O)n2C)n1CC(O)COc1ccccc1 (stereo unspecified)	3.5	1.4%	7.9%	3.9%	-2.7%	-11.4%	4.1%	9.0
Cc1ccc(F)cc1NCC(=O)Nc1ccc(Br)cc1	-5.7	-1.0%	·	22.5%	?	?	-2.7%	0.9
CCCCCn1c(=O)[nH]c2cc(C(=O)NCc3ccc(OC)cc3)ccc2c1=O	9.3	·	-12.9%	·	0.2%	15.4%	·	·
Cc1ccc(NC(=O)C2(C)CCN2C(=O)CCC2CCCC2)cc1C (stereo unspecified)	2.5	11.2%	22.2%	5.6%	-11.6%	0.0%	-15.8%	4.1
O=C(NCC1CCCO1)c1cc(-c2ccncc2)nc2ccc(S(=O)(=O)N3CCOCC3)cc12 (stereo unspecified)	7.0	-2.6%	-5.4%	0.0%[15.6 µM]	-8.6%	-6.1%	0.0%	-10.4
COc1ccc(N(CC(=O)N/N=C/c2cccs2)S(=O)(=O)c2ccc(OC)c(OC)c2)cc1	9.0	12.2%	28.8%	16.9%	-1.0%	-30.7%	1.1%	7.6
C=CCc1cccc2cc(C(=O)Nc3ccc(S(=O)(=O)Nc4nnc(CC)s4)cc3)c(=O)oc12	-10.8	-8.8%	·	-1.9%	-0.8%	-17.6%	?	-20.0
C=CCOC(=O)C1=C(C)NC(SCC(N)=O)=C(C#N)C1c1ccc(C)cc1 (stereo unspecified)	-9.7	2.9%	4.3%	3.5%	20.3%	19.2%	?	-0.2
N/C(Cn1cncn1)=N\NC(=O)c1ccc(Cl)cc1Cl	-1.6	0.2%	18.9%	21.0%	-7.9%	-16.8%[9.22 µM]	-1.3%	-18.1
CC(C)(C)c1csc(N/N=C/c2cccnc2)n1	-4.1	8.7%	21.3%	14.7%	10.9%	24.4%[9.22 µM]	-6.4%	-22.4
COc1cc(OC)c(OC)cc1/C=N/Nc1ccc(Cl)nn1	0.6	-5.4%	12.1%	15.6%	11.4%	15.5%	13.3%	-0.8
O=C(COc1ccc(/C=N/NS(=O)(=O)c2ccccc2)cc1)Nc1ccc(F)cc1	6.7	-0.7%	31.4%	17.7%	-27.0%	20.2%	-8.0%	15.7
C[n+]1cccc(O)c1SCc1ccccc1	-4.3	-8.7%	-17.8%	6.7%	7.7%	8.3%	12.8%	20.2
CCc1nnc(SCC(=O)NCCC2=CCCCC2)nc1CC	-11.7	-0.4%	-1.8%	7.8%	-24.7%	-16.8%	12.7%	-13.1
Clc1ccccc1Nc1ncnc2c1nc1n2CCCCC1	-0.7	·	-0.9%	·	-6.8%	17.8µM*	·	·
CCOc1ccc(CCNC(=O)CCn2c(=O)c3cccn3c3ccc(F)cc32)cc1	5.3	·	-7.1%	·	-8.2%	16.7%	·	·
O=C(NCCCc1ccccc1)c1cccc(NC(=O)c2ccccc2)c1	-42.5	-3.7%	21.6%	14.4%	-6.4%	10.1%	4.6%	-13.9
O=C(COc1ccc([N+](=O)[O-])cc1Cl)Nc1ccc2[nH]c(=O)[nH]c2c1	-0.2	-9.2%	11.0%	6.0%	4.9%	-9.3%	1.3%	-9.5
CC(C)n1ncc2c(C(=O)O)cc(C3CC3)nc21	4.0	8.8%	-5.5%	4.4%	1.7%	21.3%	2.2%	11.0
O=c1cc(-c2ccccc2)[nH]c2ccccc12	-2.8	0.0%	-6.1%	1.7%	-10.5%	23.7%	7.6%	-13.2
COc1ccc(NC(=O)C2CC(=O)N(C)C(=Nc3ccc4c(c3)OCO4)S2)cc1 (stereo unspecified)	0.7	4.2%	2.6%	4.3%	15.3%	6.5%	-2.4%	-3.2
CCCCOc1ccc(S(=O)(=O)NC(=O)C2(C)CCN2C(=O)c2c(C)noc2C)cc1 (stereo unspecified)	-4.2	-3.0%	10.2%	9.3%	-17.0%	18.4%	7.3%	-10.7
Cn1c2ccccc2c2cc(C(=O)NNC(=O)CCl)sc21	-0.6	-1.3%	21.7%	12.3%	-19.9%	-6.5%	-17.2%	-12.6
O=C(O)c1ccc(COCC(F)(F)F)cc1	-4.0	5.0%	-6.8%	14.1%	8.4%	?	-1.2%	0.0
COc1ccc(OC)c(C(=O)NC(CC(N)=O)c2ccc(N3CCCCCC3)c([N+](=O)[O-])c2)c1 (stereo unspecified)	-17.0	-2.8%	24.7%	7.7%	0.0%	5.6%	4.3%	-9.9
OCCCNc1nccc(-c2cc(Nc3cccc(Cl)c3)ncn2)n1	-29.0	-10.7%	-35.7%	-5.8%	-9.4%	17.6%	10.0%	0.0
CCCCCC(=O)NC(=S)Nc1ccccc1C(=O)OC	0.6	-6.7%	20.7%	7.7%	27.7%	?	4.6%	22.6

This is a subset; count on the stated rates, not on these rows.
